# Screening data deposited in PubChem BioAssay by several laboratories.
# Fam108B counter: counter-screen for RBBP9 inhibitors: inhibitors of mouse Fam108B | recombinant Fam108B, FP-Rh probe fluorescence polarization | inhibition, % at 9.51 µM | actives 0.33% (n = 300,000);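 active means inhibition above the screen mean inhibition plus 3 SD, computed separately per campaign, cut at about 18% in these data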;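 further: inhibitors lower polarization as less probe binds the enzyme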
# Yeast superoxide: yeast age-related superoxide inhibition as caloric restriction mimetic | S. cerevisiae aged cells, superoxide DHE fluorescence; stronger effect = lower value | superoxide response (% of plate mean), % at 10 µM | actives 0.18% (n = 330,000) | AID 2690;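 active means superoxide response under a set limit, about three screen SD below normal, cut at about 65% in these data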;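 further: yeast aged for seven days with compound at 30 °C before DHE staining; 100% = average MFI of all compound-treated wells on the plate with controls excluded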
# ZTA DNA inh: counter-screen for EBNA-1 inhibitors: inhibitors of Epstein-Barr virus ZTA; P03206; ZTA-DNA binding, fluorescence polarization; AID 2234; actives 0.15% (n = 320,000); inhibition, % at 11 µM; in the data active means inhibition above about 33%
# EBNA-1 inh: blocks EBNA-1 binding to DNA. EBNA-1 DNA binding, fluorescence polarization. inhibition, % at 14.8 µM. actives 0.34% (n = 300,000). AID 1950; in the data active means inhibition above about 28%
# GLD-1 RNA inh: GLD-1-TGE RNA interaction inhibition (C. elegans) | Q17339 | purified GLD-1 + fluorescein TGE RNA, fluorescence polarization | inhibition, % at 5.96 µM | actives 0.44% (n = 320,000) | AID 2280;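 active means percent inhibition above a per-plate cutoff, the plate mean of test compounds plus 3 SD, cut at about 30% in these data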;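 further: 0% = DMSO wells with GLD-1 and probe and 100% = wells lacking GLD-1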
# Target sequence (Q17339 whole entry, looked up): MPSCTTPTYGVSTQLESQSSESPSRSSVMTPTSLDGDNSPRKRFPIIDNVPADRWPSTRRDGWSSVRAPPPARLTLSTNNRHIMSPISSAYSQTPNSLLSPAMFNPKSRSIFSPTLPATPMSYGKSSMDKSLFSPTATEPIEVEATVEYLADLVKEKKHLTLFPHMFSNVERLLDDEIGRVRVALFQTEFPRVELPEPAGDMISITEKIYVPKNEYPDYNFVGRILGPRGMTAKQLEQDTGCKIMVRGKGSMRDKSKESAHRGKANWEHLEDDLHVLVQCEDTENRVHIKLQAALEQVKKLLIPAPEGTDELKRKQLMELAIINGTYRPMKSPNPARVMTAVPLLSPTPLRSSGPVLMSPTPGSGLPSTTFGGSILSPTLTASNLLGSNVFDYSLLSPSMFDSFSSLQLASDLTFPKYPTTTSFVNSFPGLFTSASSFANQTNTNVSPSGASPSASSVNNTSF
# Bcl-xL primary: blocks human Bcl-xL binding to Bim BH3 peptide | GST-Bcl-xL / FITC-Bim BH3 peptide fluorescence polarization | inhibition, % at 10.9 µM | actives 0.7% (n = 320,000) | AID 2129;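 active means inhibition above the mean of all tested compounds plus 3 SD, cutoff set per campaign, cut at about 30% in these data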;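 further: 0% = DMSO wells and 100% = unlabeled Bim-BH3 peptide competitor; inhibitors lower millipolarization by displacing the labeled peptide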
# Target sequence (Q07817 whole entry, looked up): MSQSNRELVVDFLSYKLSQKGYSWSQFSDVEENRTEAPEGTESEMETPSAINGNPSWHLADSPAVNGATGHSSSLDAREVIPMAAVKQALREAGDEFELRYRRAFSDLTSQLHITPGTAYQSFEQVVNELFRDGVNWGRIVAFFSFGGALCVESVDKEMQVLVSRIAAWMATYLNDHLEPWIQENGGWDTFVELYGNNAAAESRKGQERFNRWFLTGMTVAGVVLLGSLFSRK
# Efflux pump inh: blocks antifungal efflux pumps in multiplex yeast assay; S. cerevisiae Candida pump triplex, Nile Red efflux; actives 0.44% (n = 330,000); AID 485275; inhibition, % at 10 µM;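 active means plate passing quality check with inhibition over a set limit, or well fluorescence over plate mean plus 4 SD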;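 further: Nile Red retained in pooled yeast measured as flow cytometry median fluorescence; 0% = buffer negative control and 100% = Enniatin B positive control; higher means more Nile Red kept so more efflux inhibition; some compounds called inactive have numbers as strong as hits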
# MCL1 BIM primary: inhibitors of human MCL1 binding to BIM-BH3 peptide; Q07820; GST-MCL1 / FITC-Bim-BH3 fluorescence polarization; inhibition, % at 10.9 µM; actives 0.68% (n = 320,000);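 active means inhibition above the mean inhibition of all tested compounds plus 3 SD, set per campaign, cut at about 40% in these data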;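 further: 0% = DMSO wells and 100% = unlabeled Bim-BH3 peptide control; higher means more loss of mP so more displacement of Bim peptide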
# Target sequence (Q07820 whole entry, looked up): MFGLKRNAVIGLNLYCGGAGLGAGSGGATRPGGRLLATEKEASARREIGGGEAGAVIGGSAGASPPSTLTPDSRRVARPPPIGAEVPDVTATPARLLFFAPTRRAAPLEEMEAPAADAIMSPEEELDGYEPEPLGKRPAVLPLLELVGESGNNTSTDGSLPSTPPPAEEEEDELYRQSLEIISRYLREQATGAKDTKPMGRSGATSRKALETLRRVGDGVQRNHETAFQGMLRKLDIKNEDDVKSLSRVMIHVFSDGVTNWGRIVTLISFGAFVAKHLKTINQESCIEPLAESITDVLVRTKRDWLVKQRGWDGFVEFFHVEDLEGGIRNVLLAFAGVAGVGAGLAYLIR
# MEX-5 binding: C. elegans MEX-5 TCR-2 RNA binding activity; Q9XUB2; MEX-5/FITC-TCR2 RNA binding, fluorescence polarization; stronger effect = lower value; activity score (negative = inhibition of binding), % at 10 µM; actives 0.38% (n = 300,000); AID 1832;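 active means inhibition past about -25% in most replicates, and total fluorescence under double the plate's negative control median, limit read from the data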;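 further: 0% = DMSO and -100% = 5 µM competing unlabeled TCR2 RNA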
# * = called active by the depositor; · = not tested or not shown. Rows are unselected. Share with any hit: about 2.3%.
# Each structure is followed by: Bcl-xL primary, GLD-1 RNA inh, Yeast superoxide, ZTA DNA inh, EBNA-1 inh, MCL1 BIM primary, MEX-5 binding, Fam108B counter, Efflux pump inh
CCCc1cnc(N2CCN(C(=O)c3ccccc3)CC2)nc1
  6, 6, 99, 0, 3, 6, 1.0, -4, 0.1
CCOC(=O)NC(CC(=O)O)c1ccc(OC)cc1 (stereo not given)
  2, 7, 95, -28, -9, 12, -0.8, -1, -0.3
COc1ccc(/C=C/C(=O)N[C@H](C(=O)O)C(C)C)cc1
  4, -2, 95, 3, 2, -6, 1.9, 4, -0.1
CC(NC(=O)Nc1ccccc1Cl)c1ccc2c(c1)OCO2 (stereo not given)
  3, -4, 108, 9, -4, 2, 1.5, 7, 0.1
Cc1ccc(SCCC(=O)OCC(=O)Nc2ccc(S(N)(=O)=O)cc2)cc1
  -6, 4, 80, -5, -1, 1, -2.2, 3, 0.6
CC(C)(C)OC(=O)N1CCC[C@H]1C(=O)Nc1ccc(Br)cc1
  -1, -4, 94, -1, -7, 1, -0.6, 0, 0.5
C[n+]1cccc(/C=N/Nc2nc(Cl)c(C#N)c(Cl)c2Cl)c1
  17, 3, 99, 10, 1, 11, -5.5, 2, -0.1
O=C(Nc1cccc(F)c1)NC1CCCCC1
  10, 5, 104, 7, 2, 12, 1.3, -6, -0.3
CC(=O)N=c1ncn(CC(COC(C)=O)OC(C)=O)c2nc[nH]c12 (stereo not given)
  0, 4, 96, -7, -5, 1, -1.3, 4, 0.0
CN(CCNC(=O)CCNC(=O)Cn1ccc2ccccc2c1=O)Cc1ccccc1
  -3, -4, 93, -1, 10, -1, 0.6, 1, -0.1
Cc1ccc(C)c(N2N=C(C(=O)Nc3ccccc3N3CCCC3)CCC2=O)c1
  5, 4, 97, -2, -2, 0, -0.1, 1, -0.3
Cc1c(/C=N/O)sc2ccccc12
  4, -1, 96, 8, 3, 6, 0.4, -1, 0.0
Cc1cccc(NC(=O)CC2c3ccccc3Oc3ccccc32)c1
  2, -2, 99, -7, -10, -1, 0.8, 0, 0.1
C=CCc1cccc2cc(C(=O)O)c(=O)oc12
  6, 4, 127, 13, 1, 1, 1.7, 1, -0.3
NC(=O)NNC1=Nc2cccc3cccc1c23
  28, 14, 102, -3, -4, 22, -7.5, 5, -0.1
Cc1nn(Cc2nnc(SCC(=O)Nc3cccc(C(F)(F)F)c3)n2C)c(C)c1[N+](=O)[O-]
  3, 0, 88, -6, 2, 3, 1.2, -5, 0.0
O=C(O)CSc1nc(C(F)(F)F)cc(=O)n1-c1ccccc1
  6, -7, 90, 8, -10, -2, -1.7, -1, 0.2
CCOC(=O)N1CCN(C(=O)CSCC(=O)Nc2nc(-c3cccs3)cs2)CC1
  0, 5, 93, 7, -2, 5, -5.1, 3, 0.1
Cc1cc2ccccc2n1CCNC(=O)c1cccs1
  42*, 49*, 83, 1, 8, 39, -5.2, 0, -0.1
Cc1cc(N/N=C/c2ccc(O)cc2O)c2ccccc2n1
  8, 5, 101, -17, -6, 7, -6.1, -3, -0.1

# Another view of 2 compounds above:
canonical_smiles	Bcl-xL primary	GLD-1 RNA inh	Yeast superoxide	ZTA DNA inh	EBNA-1 inh	MCL1 BIM primary	MEX-5 binding	Fam108B counter	Efflux pump inh
Cc1ccc(C)c(N2N=C(C(=O)Nc3ccccc3N3CCCC3)CCC2=O)c1	5	4	97	-2	-2	0	-0.1	1	-0.3
Cc1ccc(SCCC(=O)OCC(=O)Nc2ccc(S(N)(=O)=O)cc2)cc1	-6	4	80	-5	-1	1	-2.2	3	0.6

# The results go on.
# Each structure is followed by: Bcl-xL primary, GLD-1 RNA inh, Yeast superoxide, ZTA DNA inh, EBNA-1 inh, MCL1 BIM primary, MEX-5 binding, Fam108B counter, Efflux pump inh
CC(=O)N1CCN(C(=O)c2ccc(Oc3ccccc3)cc2)CC1
  1, 5, 97, -1, -5, -5, 0.3, 0, -0.1
Cc1cc(Cl)ccc1OCC(=O)NCCCN1CCOCC1
  1, 9, 99, 9, -2, -8, -0.5, 1, 0.1
Cc1ccc(NC(=O)COC(=O)Cn2c(C)csc2=O)c([N+](=O)[O-])c1
  1, -3, 95, -2, -5, 0, 0.8, -1, 0.0
O=C(Nc1ccccc1F)c1ccc(Br)o1
  0, 2, 102, -9, -5, 5, -0.8, 5, 0.1
CC1CCN(S(=O)(=O)c2cccc(C(=O)Oc3ccc([N+](=O)[O-])cc3)c2)CC1
  -12, 4, 100, 8, 3, -7, 1.5, -6, 0.1
CCCCN1C(=O)NC(NS(=O)(=O)c2ccc(N)cc2)(C(F)(F)F)C1=O (stereo not given)
  4, 2, 92, -15, 7, 2, 0.2, 2, -0.1
CC(NC(=O)c1ccc(F)cc1)c1ccc(F)cc1 (stereo not given)
  4, 8, 86, -6, 6, -5, 2.6, -2, -0.3
O=C(NCCC1CCCCN1S(=O)(=O)c1ccccc1)C(=O)Nc1ccccc1F (stereo not given)
  4, -1, 107, -8, -2, 8, -0.8, 0, -0.1
COc1ccc(CCNC(=O)CSc2nc3[nH]ncc3c(=O)[nH]2)cc1OC
  0, 3, 96, 4, -9, -4, -1.7, 0, 0.0
CCOC(=O)C1=C(CN2CCSCC2)NC(=O)NC1c1cccc([N+](=O)[O-])c1 (stereo not given)
  3, 3, 119, 4, -2, 3, 0.9, -2, 0.0
CCC(C)NS(=O)(=O)c1ccc(S(=O)(=O)N2CCCC3(CCCCC3)C2)cc1 (stereo not given)
  8, 4, 104, -8, 11, 12, 0.5, -4, 0.4
CCc1ccccc1NC(=O)CN1CCC(NC(=O)COC)CC1
  1, -5, 104, -15, -8, -3, -0.7, 2, 0.6
CC1CCC(NC(=O)COC(=O)C2=NN(c3ccccc3)C(=O)CC2)CC1 (stereo not given)
  3, 6, 96, -2, ·, 4, ·, ·, 0.1
O=C(N/N=C/c1ccccn1)C12CC3CC(CC(C3)C1)C2
  0, 7, 111, 8, 5, 9, 2.8, 2, 0.0
CC1CCC2(CC1)NC(=O)N(Cc1cccc(C(F)(F)F)c1)C2=O (stereo not given)
  0, 13, 107, -2, -3, -1, 1.8, 2, -0.1
COc1ccc(N2CCN(C(=O)c3cc4c(-c5cccc(OC)c5)nn(C)c4s3)CC2)cc1
  5, 1, 105, -14, -9, 9, ·, 0, -0.2
CC(C)Cc1nc(C(N)=O)c2[nH]c(=O)n(-c3ccc(F)cc3)c2n1
  1, -1, 106, 3, -4, 9, 1.5, -2, 0.5
COc1ccc(CCNC(=O)CSc2nc3ccccc3o2)cc1OC
  1, -1, 76, 6, 1, 5, 0.0, 0, 0.1
COCCn1c(SC(C)C(=O)Nc2ccc(Cl)cn2)nnc1-c1ccncc1 (stereo not given)
  -1, 1, 115, 3, -9, -12, -1.8, -5, 0.2
CCCN(Cc1ccc(N(CC)CC)cc1)CC1CC1
  1, 4, 104, -4, 2, 5, -2.6, -5, 0.1
COc1cccc(NCc2cc3c(C(C)(C)C)nn(-c4ccccc4)c3[nH]c2=O)c1
  -1, 20, 96, 1, 3, 0, 0.6, 7, -0.1
COc1ccc(NC(=O)c2ccc(N(C)S(C)(=O)=O)cc2)cc1OC
  2, 5, 89, -6, 10, 4, 1.3, -3, -0.1
Cc1cnc(C(=O)OCC(=O)NC2CCCCCCC2)cn1
  2, 11, 78, -12, -5, 8, -2.1, 3, -0.1
O=c1c(F)cn(C2CCCO2)c(=O)n1Cc1c(Cl)cccc1Cl (stereo not given)
  1, 10, 87, 0, -7, 0, 0.8, 4, -0.1
O=C(Nc1nccs1)c1ccc(Cl)s1
  6, 5, 103, -16, 11, 5, 0.7, 2, -0.2
CCOC(=O)Cc1csc(NC(=O)C(C)c2ccc([N+](=O)[O-])cc2)n1 (stereo not given)
  7, 2, 106, -10, -5, 8, -1.1, 0, -0.1
CCc1ccc(Nc2nnc(SCC(=O)N(C)C3CCS(=O)(=O)C3)s2)cc1 (stereo not given)
  -2, -6, 87, 5, -3, -4, 0.1, 0, 0.0
Cc1nccn1CC(=O)N/N=C/c1cc(Br)cs1
  2, -2, 91, -6, 12, -1, -1.8, 4, -0.1
CCC(C)NC(=O)c1cc(S(=O)(=O)N2CCCCC2)c[nH]1 (stereo not given)
  1, 2, 104, -2, 5, 3, -3.3, 3, -0.5
O=C(CSc1nnc(-c2ccccc2)o1)N1CCc2ccccc2C1
  -1, -4, 113, 0, -16, 3, 1.4, 0, 0.2
CC(NC(=O)C(=O)NN=C1CCCCCC1)c1ccccc1 (stereo not given)
  -4, -3, 112, -5, 3, 2, 1.6, 1, 0.0
CCOC(=O)c1c(NC(=O)CSc2nnnn2C)sc(C)c1-c1ccc(C)cc1
  0, 9, 116, 8, 1, -5, -0.4, 2, 0.4
COc1ccc(/C=C/C(=O)NCC(=O)N/N=C/c2cccs2)cc1
  1, 0, 98, -10, 5, -1, 1.5, 1, 0.2
CC(=O)Nc1ccccc1OCc1nnc(-c2ccccc2Cl)o1
  -3, -13, 98, -15, -20, -12, -1.6, -4, 0.2
S=C(NCc1ccccc1)NC1CCSc2ccccc21 (stereo not given)
  2, 10, 99, 14, -1, 8, 1.2, -2, 0.0
Brc1cccc(Nc2nc(-c3cccnc3)cs2)c1
  3, -6, 92, 7, 3, 2, -3.5, 6, 0.1
Cc1ccc(S(=O)(=O)NCC(=O)N(CC(=O)NCC2CCCO2)C2CCCC2)cc1 (stereo not given)
  -3, 7, 98, 7, -6, 0, -0.7, -7, -0.1
O=C(CN1C(=O)CCS(=O)(=O)c2ccccc21)NCc1ccccc1
  -1, 4, 111, -8, -6, -1, -1.4, 4, 0.0
CCOc1ccc(C(=O)Nc2nnc(C)s2)cc1OCC
  2, -4, 105, 4, 3, 4, -0.9, 8, -0.1
COC(=O)C1=C(N)OC2=C(C(=O)CCC2)C1c1cccnc1 (stereo not given)
  0, 2, 103, -7, -8, -4, ·, 0, 0.2
CCOC(=O)c1c(C)[nH]c(C)c1S(=O)(=O)N(C)CC(=O)Nc1cccc(C)c1
  0, 3, 100, -9, -10, 3, 2.6, 1, 0.0
COc1ccccc1N(CC(=O)Nc1c(C)n(C)n(-c2ccccc2)c1=O)S(=O)(=O)c1ccc(C)cc1
  6, 1, 91, -5, -7, 0, -6.8, -1, -0.1
O=C(CCl)Nc1cccc(Oc2cnccn2)c1
  2, 0, 100, 1, -2, 9, -0.9, -1, 0.0
O=C1NC(=Nc2ccc(F)cc2)CS1
  7, 3, 105, 15, 1, 4, -2.3, 1, -0.1
CCc1ccc(N2C(=O)C3C4C=CC(CC4)C3C2=O)cc1 (stereo not given)
  7, 1, 76, -9, 1, -2, 3.6, 5, 0.2

# Whole records as entered above. Order of values: Bcl-xL primary, GLD-1 RNA inh, Yeast superoxide, ZTA DNA inh, EBNA-1 inh, MCL1 BIM primary, MEX-5 binding, Fam108B counter, Efflux pump inh
# `Cc1ccc(S(=O)(=O)NCC(=O)N(CC(=O)NCC2CCCO2)C2CCCC2)cc1` (stereo not given) as listed: -3, 7, 98, 7, -6, 0, -0.7, -7, -0.1
# `COc1ccc(N2CCN(C(=O)c3cc4c(-c5cccc(OC)c5)nn(C)c4s3)CC2)cc1` as listed: 5, 1, 105, -14, -9, 9, ·, 0, -0.2
# `Cc1ccc(NC(=O)COC(=O)Cn2c(C)csc2=O)c([N+](=O)[O-])c1` as listed: 1, -3, 95, -2, -5, 0, 0.8, -1, 0.0
# `CCOC(=O)N1CCN(C(=O)CSCC(=O)Nc2nc(-c3cccs3)cs2)CC1` as listed: 0, 5, 93, 7, -2, 5, -5.1, 3, 0.1
# `Cc1nn(Cc2nnc(SCC(=O)Nc3cccc(C(F)(F)F)c3)n2C)c(C)c1[N+](=O)[O-]` as listed: 3, 0, 88, -6, 2, 3, 1.2, -5, 0.0
